Screens from PubChem.
14-3-3g Raf: modulators of human 14-3-3 gamma - Raf peptide interaction; FP, 14-3-3gamma / TMR-pS259-Raf peptide binding; inhibition, % at 40 µM; actives 0.19% (n = 160,000); in the data active = inhibition above about 30%;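 also: 0% = protein plus tracer without compound and 100% = blank with tracer alone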
Target sequence (P61981 whole entry, looked up): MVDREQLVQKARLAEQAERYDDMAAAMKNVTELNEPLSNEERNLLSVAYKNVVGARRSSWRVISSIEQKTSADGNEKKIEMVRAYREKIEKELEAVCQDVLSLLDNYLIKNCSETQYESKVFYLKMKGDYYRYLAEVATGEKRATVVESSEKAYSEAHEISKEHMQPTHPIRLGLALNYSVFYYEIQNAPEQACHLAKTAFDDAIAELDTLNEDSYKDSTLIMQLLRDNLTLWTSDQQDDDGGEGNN
Starred values were filed as active, the others as inactive; & = joins results of further samples. This is a subset, so the mix of outcomes need not match the whole.

SMILES	14-3-3g Raf
COc1ccc(NC2CC(=O)N(c3ccccc3)C2=O)cc1 (configuration not stated)	-9.1
Cc1c(Cl)cccc1-n1c(SCC(=O)c2ccc(Br)cc2)nc2[nH]ncc2c1=O	-20.5
O=C(Nc1cccnc1)c1cc2c(=O)n3ccccc3nc2s1	-6.6
Cc1ccccc1NC(=O)NCCc1nc2ccccc2[nH]1	-2.5
Cc1nnc(SCC(=O)OC2CC3CCC2(C)C3(C)C)[nH]c1=O (configuration not stated)	-9.3
O=C(CCc1n[nH]c(=O)[nH]c1=O)N1CCCCC1	0.2
Cc1ccc(C)c(NCC(O)Cn2c(C)c(C)c3ccccc32)c1 (configuration not stated)	-7.6
COc1ccc(CNC(=O)c2cnc3scc(C)n3c2=O)cc1	-4.7
CC(C)CCn1c(=O)c(C2=NS(=O)(=O)c3ccccc3N2)c(O)c2ccccc21	-2.9
Cn1c(C(=O)NC2CCCC2)cc2c(=O)[nH]c3ccccc3c21	6.3
CCn1c2ccccc2c2nnc(SCCCn3c(=O)[nH]c4ccccc43)nc21	-2.0
COc1ccc(-c2[nH]c3ccccc3c2C(C[N+](=O)[O-])c2ccc(F)cc2)cc1OC (configuration not stated)	2.5
CCOC(=O)/C(C#N)=C(\N)C(C)C(=O)Nc1ccccn1 (configuration not stated)	-0.5
CCOc1ccc(-n2c(=O)cc(N3CCN(c4ccc(F)cc4)CC3)[nH]c2=O)cc1	-3.1
CCC(C)(C)C1CCC2(CC1)NC(=O)c1ccccc1O2 (configuration not stated)	-25.7
c1coc(CNc2c3c(nc4ncnn24)CCC3)c1	-1.2
Cc1n[nH]c(C)c1Cl	-64.4
Cc1cc(N2CCC(C)CC2)nc2ccc(NC(=O)CCC(=O)N3CCCC(C)C3)cc12 (configuration not stated)	-7.3
O=C(NC(NC1CCS(=O)(=O)C1)C(=O)c1cccs1)c1ccccc1 (configuration not stated)	0.9
CC(C)(C)c1ccc(-c2csc(NC(=O)c3ccc(F)cc3)n2)cc1	18.2
CCOC(=O)c1ccc(NC(=O)CSc2c[nH]c3ccccc23)cc1	1.7
COc1ccc(-n2c(O)cnc2Nc2nc(C)cc(C)n2)cc1OC	-0.7
Cc1ccc(S(=O)(=O)N2CC3CCC2C3)cc1 (configuration not stated)	-10.1&-9.7
CC[C@@H]1Cc2cc(O)ccc2C2=C1c1ccc(O)cc1C[C@H]2CC	-8.5
O=[N+]([O-])c1cccc(-c2nc(C=Nc3ccccc3)c3ccccn23)c1	-30.3
COc1cc2c(cc1OC)C(=NCCC(=O)O)NC(C)(C)C2	-1.9
O=C1c2cccc([N+](=O)[O-])c2C(=O)c2cccc([N+](=O)[O-])c21	-8.2
O=C(CSc1nc(-c2ccc(Cl)cc2)cn1-c1ccccc1F)c1cccs1	0.6
CC(C)NC(=O)C1CCN(S(=O)(=O)N2CCCC2)CC1	-8.3
CC(=O)c1cccc(NC(=O)c2cc(-c3ccc(C)cc3)on2)c1	1.4
CC(C)c1ccc(-n2c(CCC(=O)O)ccc2-c2ccc(F)cc2)cc1	-10.9
COc1cccc(CNC(=O)CCN2C(=O)C(C)Oc3ccc(C)cc32)c1 (configuration not stated)	-9.8
Cc1ccc2oc(=O)c3cnn(CC(=O)NC4CCCCC4C)c3c2c1 (configuration not stated)	7.7
CCN(CCNC(=O)CCN1C(=O)COc2ccccc21)c1ccccc1	0.3
c1csc(-c2noc(COc3ccc4c(c3)CCCC4)n2)c1	-10.4
c1cc(-c2ccc3nsnc3c2)c2cc3nsnc3cc2c1	-5.2
CCCOc1ccc(C(=O)NCCC(=O)NCCCC(=O)OCC)cc1	-0.6
Cc1ccc2c(c1)C(c1ccc(F)cc1)N(C(=O)Cc1cccc3ccccc13)CC(=O)N2 (configuration not stated)	-23.2
Cc1cc(C(=O)COC(=O)CCC(=O)c2ccc3c(c2)OCCO3)c(C)n1Cc1ccco1	-12.6
COc1ccc2cc3cc(C(=O)NC(C)CCc4ccccc4)sc3nc2c1 (configuration not stated)	-5.3
COc1ccc(OCc2nc3ccccc3n2Cc2ccccc2Cl)cc1	-21.8
O=C(CSc1nnc(Cc2cccs2)n1-c1ccccc1)NC1CCCCC1	-0.5
O=C(O)c1cc(NC(=O)c2ccc(N3C(=O)C4C5C=CC(C5)C4C3=O)cc2)cc(C(=O)O)c1 (configuration not stated)	2.6
O=C(CSc1nc2ccccc2o1)NCc1ccc2c(c1)OCO2	-0.1
Cc1ccc(CCNC(=O)c2cnc3ccc(S(=O)(=O)N4CCOCC4)cc3c2Cl)cc1	-8.8
CN(c1ccc(Cl)cc1)c1cc(=O)n(C)c2ccccc12	1.2
Cc1cccc(-n2ncc3c(Nc4ccc(Oc5ccccc5)cc4)ncnc32)c1	-7.1
CC1CCCC(NC(=O)C2c3ccccc3C(=O)N2Cc2ccc3c(c2)OCO3)C1C (configuration not stated)	0.0
CCOC(=O)c1cnc2c(C)cc(C)cc2c1NCCO	4.8
CCCN1CCN(CCCNC(=O)Cn2nc(-c3ccc(Cl)cc3)ccc2=O)CC1	-5.7
O=C(CSc1nc(O)cc(=O)[nH]1)C1CC1	-7.2
O=S(=O)(c1ccc(Cl)cc1)N1CCN(c2ccc(N3CCOCC3)nn2)CC1	3.7
CN1CCc2c(sc3c2C(=O)NC(/C=C/c2ccco2)N3)C1 (configuration not stated)	-22.1
CCn1c2c(c3ccc(OC)cc31)CCCC2=O	-7.0
COc1ccc(CCN2C(=O)CC(C(=O)Nc3cccc(C)c3)SC2=Nc2ccccc2)cc1 (configuration not stated)	-25.3
O=C(OCc1nc2ccccc2s1)c1cccc(S(=O)(=O)N2CCOCC2)c1	-3.2
Cc1csc(SC(C)C(=O)Nc2ccc(S(=O)(=O)N3CCCC3)cc2)n1 (configuration not stated)	-3.5
CC(=O)N1c2ccc(S(=O)(=O)CCC(=O)NCc3ccc(C)cc3)cc2CC1C (configuration not stated)	33.1*
CSc1nnc(-c2sc3cc(Cl)ccc3c2Cl)n1C	-9.6
CCOC(=O)CC12CN3CN(C1)CC(CC(=O)OCC)(C3)C2=O	-4.9
(further entries)
SMILES	14-3-3g Raf
O=C1C2C3C=CC(C3)C2C(=O)N1c1ccc(Nc2ccc(OCc3ccccc3)cc2)c([N+](=O)[O-])c1 (configuration not stated)	-3.1
CCOC(=O)c1sc(NC(=O)c2ccc(S(=O)(=O)N3CCOCC3)cc2)cc1C	0.4
CCCn1c(SCC(=O)N2CCc3ccccc32)nnc1-c1ccco1	6.2
CCOC(=O)c1ccccc1NC(=O)CC1SC(=NC)N(C)C1=O (configuration not stated)	-2.6
CN(Cc1ccccc1)Cc1nc2c(c(=O)n(C)c(=O)n2C)n1CCc1ccccc1	-8.8
COc1ccc2c(=O)c3c(=O)n(Cc4ccco4)c(-c4ccc(C)cc4)nc3oc2c1	-11.5
C=CCc1c(C)nc2nc(SCC(=O)Nc3ccccc3CC)nn2c1C	-6.3
Cn1c(NCc2ccco2)nc2c1c(=O)n(Cc1ccc(F)cc1)c(=O)n2C	4.8
CCOC(=O)COc1ccc2c(c1)C(=O)CC(C)(C)O2	0.2
CCOCCCNC(=O)CCNS(=O)(=O)c1ccc(C)cc1	-5.0
O=C1c2cccc3c([N+](=O)[O-])ccc(c23)C(=O)N1c1ccc(Oc2ccccc2)cc1	-14.8
COc1ccc2c(c1)C(C)(CC#N)C(=O)N2C (configuration not stated)	-0.3
COc1ccc(-n2nc([N+](=O)[O-])c(=NCc3ccccc3Cl)n2O)cc1	0.3
CC(=O)Nc1ccc(S(=O)(=O)N(CC(=O)O)Cc2ccccc2)cc1	-1.2
Cc1cccc(NC(=O)CSc2nnc(N3C(=O)c4ccccc4C3=O)s2)c1C	-10.7
CCC(=O)Nc1c(C#N)c2nc3ccccc3nc2n1-c1ccc(C)cc1	5.3
Cc1nn(-c2ccccc2)c(C)c1C(=O)OCC(=O)NC(=O)NC1CCCCC1	0.5
Cc1sc2ncnc(Nc3ccccc3)c2c1C	-3.9
Cc1c(Cl)cccc1NC(=O)CN1C(=O)C2C3C=CC(C3)C2C1=O (configuration not stated)	-2.7
CCCCNC(=O)CCS(=O)(=O)c1cc(Br)cc2c1N(C(C)=O)CC2	-11.1
CNC(=O)CSc1nnc(-c2cc(C)cc(C)c2)o1	-3.8
CCn1c(=O)cc(OCC(=O)NCc2ccco2)c2ccccc21	2.0
COc1ccc(OC)c(C(c2nnnn2Cc2ccccc2)N2CCN(C3CCCCC3)CC2)c1 (configuration not stated)	-0.9
CCC1CCCCN1C(=O)CSc1nc2c(c(=O)n1-c1ccc(Cl)cc1)SCC2 (configuration not stated)	-3.2
Cc1cc(C)c(C#N)c(SCC(O)CS(=O)(=O)Cc2ccccc2)n1 (configuration not stated)	-7.0
CCc1nc(NCC2CCCO2)c2oc3ccccc3c2n1 (configuration not stated)	-3.6
C=CCn1c(CNC(C)=O)nc2ccccc21	-3.0
Cc1ccc(C)c(NC(=O)CSc2nc3ccccc3c(=O)n2-c2ccccc2)c1	-8.0
Cc1ccc(NC(=O)c2ccccc2F)c(Br)c1	-2.2
Fc1ccccc1C1CC(c2cccs2)Nc2ncnn21 (configuration not stated)	-2.5
Cc1cc(C(=O)CSc2n[nH]c(N)n2)c(C)n1-c1cc(F)ccc1F	-11.3
c1ccc2c(-c3nc4ncccc4o3)cccc2c1	-23.7
CCOC(=O)C1=C(C)NC(C)=C(C(=O)OCC)C1c1cn(-c2ccccc2)nc1-c1cccc([N+](=O)[O-])c1	-0.6
COc1ccc(NC(=O)C(=O)NCCN2CCOCC2)cc1	-0.4
Cc1[nH]c2ccccc2c1SCC(=O)N1CCOCC1	-1.6
c1ccc(-c2cc3ccccn3c2)cc1	-6.3
O=C(Nc1ccc(CCC(=O)N2CCCC2)cc1)c1ncn[nH]1	-6.0
Cc1cnc(NC(=O)CSc2nnc(-c3ccccc3)n2Cc2ccccc2)s1	1.5
COC(=O)c1nc(C(=O)OC)c(C(=O)OC)nc1C(=O)OC	-2.1
C=CCSc1nnc2c(n1)OC(c1ccccc1C)Nc1ccccc1-2 (configuration not stated)	-7.0
Cn1c(=O)c2c(nc(CN3CCN(c4ccc(F)cc4)CC3)n2CCN2CCOCC2)n(C)c1=O	0.7
CCc1nc(SCc2ccc(C(=O)OC)o2)n[nH]1	5.5
O=C(Nc1ccccc1[N+](=O)[O-])c1[nH]ncc1[N+](=O)[O-]	-4.8
CC1(C)Oc2ccc3ccc(=O)oc3c2/C(=C/Nc2ccccn2)C1=O	0.5
O=C(CCc1ccccc1)Nc1cccc(NC(=O)c2cccc([N+](=O)[O-])c2)c1	-10.2
O=C1C2C(c3ccc(Cl)cc3)OC3(C(=O)c4ccccc4C3=O)C2C(=O)N1c1ccc(F)c([N+](=O)[O-])c1 (configuration not stated)	-1.0
Nc1nc(Nc2ccccc2)nc2c1ncn2[C@@H]1O[C@H](CO)[C@H](O)C1O (some centres not stated)	4.9
CC(=O)C1=C(O)C(=O)OC1c1ccc(C(C)C)cc1 (configuration not stated)	1.4
Cc1ccc(Nc2ncc(C(=O)N3CCN(c4ccccn4)CC3)c3ccccc23)cc1Cl	-5.1
COc1ccc(CCNS(=O)(=O)c2ccc3c(c2)OCCO3)cc1OC	1.2
CCCCC(=O)NC(Nc1nc(C2CC2)cs1)(C(=O)OCC)C(F)(F)F (configuration not stated)	0.2
COC(=O)C1=C(C)NC2=C(C(=O)CC(c3ccc(OC)cc3)C2)C1c1cccc(Br)c1 (configuration not stated)	1.3
Cc1ccc(O)c(-n2c(=O)c3cc4c(=O)n(-c5cc(C)ccc5O)c(=O)c4cc3c2=O)c1	-2.9
COc1ccc(C(C)=O)cc1CSc1nc(NCCc2ccccc2)c2ccccc2n1	-0.8
Cc1ccc(-c2ccc(=O)n(CCC(=O)NCc3ccc4c(c3)OCO4)n2)cc1	-4.3
COc1cc2c(cc1OC)C1C(C(=O)NC3CCCCCC3)c3ccccc3C(=O)N1CC2 (configuration not stated)	2.6
CC1(C)Cc2ccccc2C(CCl)=N1	-13.1
CN1CCCN(C2CC(=O)N(c3ccccc3)C2=O)CC1 (configuration not stated)	-6.8
CCN(CC)CCOC(=O)c1ccc([N+](=O)[O-])cc1	4.3
O=C(N1CCCCC1)C12CC3CC(C1)CC(C(=O)N1CCCCC1)(C3)C2	1.3

Of the compounds above, four contain a COOH group.
SMILES	14-3-3g Raf
COc1cc2c(cc1OC)C(=NCCC(=O)O)NC(C)(C)C2	-1.9
CC(C)c1ccc(-n2c(CCC(=O)O)ccc2-c2ccc(F)cc2)cc1	-10.9
O=C(O)c1cc(NC(=O)c2ccc(N3C(=O)C4C5C=CC(C5)C4C3=O)cc2)cc(C(=O)O)c1 (configuration not stated)	2.6
CC(=O)Nc1ccc(S(=O)(=O)N(CC(=O)O)Cc2ccccc2)cc1	-1.2

Three structures from above, arranged by heavy-atom count, rising:
SMILES	14-3-3g Raf
c1coc(CNc2c3c(nc4ncnn24)CCC3)c1	-1.2
Cc1ccc(C)c(NCC(O)Cn2c(C)c(C)c3ccccc32)c1 (configuration not stated)	-7.6
CCCN1CCN(CCCNC(=O)Cn2nc(-c3ccc(Cl)cc3)ccc2=O)CC1	-5.7

The list goes on:
SMILES	14-3-3g Raf
CCN1CN(C)CN(C)C1=S	-0.8
COc1ccccc1N1CCN(C(=O)c2ccc(C(C)(C)C)cc2)CC1	0.6
CCOc1ccc(C2N(Cc3ccccc3O)CCN2Cc2ccccc2O)cc1	-1.9
O=C(c1ccc2c(c1)C(=O)N(CCCO)C2=O)c1ccc2c(c1)C(=O)N(CCCO)C2=O	-4.6
COc1ccc([N+](=O)[O-])cc1NC(=O)CCN1CCN(CC=Cc2ccccc2)CC1	-8.4
CC(C)Cn1cc(C(=O)NC2CC2)c2c3ccccc3n(C)c2c1=O	-2.5
COC(=O)CSc1nc(C2CC2)cc(C(F)(F)F)c1C#N	-5.5
CC1(C(=O)O)CCC(C(=O)Nc2ccc(S(N)(=O)=O)cc2)C1(C)C (configuration not stated)	-1.2&5.4

Reformatted with the structure last: entries from further up
14-3-3g Raf | smiles
-0.8 | CCN1CN(C)CN(C)C1=S
0.6 | COc1ccccc1N1CCN(C(=O)c2ccc(C(C)(C)C)cc2)CC1
-1.9 | CCOc1ccc(C2N(Cc3ccccc3O)CCN2Cc2ccccc2O)cc1
-4.6 | O=C(c1ccc2c(c1)C(=O)N(CCCO)C2=O)c1ccc2c(c1)C(=O)N(CCCO)C2=O
-8.4 | COc1ccc([N+](=O)[O-])cc1NC(=O)CCN1CCN(CC=Cc2ccccc2)CC1
-2.5 | CC(C)Cn1cc(C(=O)NC2CC2)c2c3ccccc3n(C)c2c1=O
-5.5 | COC(=O)CSc1nc(C2CC2)cc(C(F)(F)F)c1C#N
